VIM-2 inhibitor – inhibitors of Pseudomonas aeruginosa VIM-2 metallo-beta-lactamase; purified VIM-2, nitrocefin hydrolysis, epi-absorbance fluorescence; inhibition, % at 5.6 µM; 0.89% of 290,000 active; AID 1527;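 active = inhibition above the mean of all tested compounds plus 3 SD, cutoff set per screening run, cut at about 7.5% in these data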;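 note: red hydrolysis product quenches plate fluorescence so inhibitors raise well fluorescence; 0% = enzyme with DMSO and 100% = DMSO without enzyme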
NS3 helicase inh – HCV NS3 helicase inhibition. 0.56% of 290,000 active. NS3 helicase DNA unwinding, Cy5 molecular beacon fluorescence. inhibition, % at 10.9 µM. AID 1800;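 active = inhibition above the mean of all tested compounds plus 3 SD, set per campaign, cut at about 35% in these data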;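 note: 0% = DMSO wells and 100% = thioflavine S control wells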
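Assay system – hepatitis C virus NS3 helicase domain fragment enzyme · Buffer or medium – MOPS pH 6.5, MgCl2, DTT, Tween20, BSA · Reagent – Cy5/quencher beacon DNA duplex and ATP to start · Compound – single 10.9 µM dose · Timing – 1 h at 25 °C · Technique – Cy5 beacon fluorescence read at start and 1 h · Measure – % inhibition of unwinding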
V1aR counter – V1a receptor agonism, counter-screen for OXTR agonists | CHO-V1R cells, Fluo-8 calcium fluorescence, agonist mode; 0% DMSO, 100% 3 nM vasopressin | activation, % at 3 µM | 0.25% of 320,000 active | AID 2797;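 active = activation above the mean activation of all tested compounds plus 3 SD, per screening run, cut at about 20% in these data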;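 note: signal is peak over basal fluorescence ratio across a 100 second FLIPR read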
DNA FID counter – counter-screen for HCV NS3 helicase inhibitors: DNA intercalator displacement | DNA fluorescent intercalator displacement, fluorescence | inhibition, % at 7.9 µM | 0.17% of 290,000 active | AID 1845; in the data active = inhibition above about 37%;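 note: 0% = vehicle and 100% = reference compound; higher means more ethidium bromide displaced from hairpin DNA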
GPR7 antag – antagonists of human GPR7 (neuropeptides B/W receptor 1) | inhibition, % at 4.4 µM | P48145 | GPR7-expressing cells, fluorescence antagonist assay | 1.1% of 290,000 active | AID 1861; in the data active = inhibition above about 16%, passing the limit was not always enough;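 note: cells stimulated with the agonist NPW; 0% = agonist with vehicle and 100% = vehicle without agonist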
Target sequence (P48145 whole entry, looked up): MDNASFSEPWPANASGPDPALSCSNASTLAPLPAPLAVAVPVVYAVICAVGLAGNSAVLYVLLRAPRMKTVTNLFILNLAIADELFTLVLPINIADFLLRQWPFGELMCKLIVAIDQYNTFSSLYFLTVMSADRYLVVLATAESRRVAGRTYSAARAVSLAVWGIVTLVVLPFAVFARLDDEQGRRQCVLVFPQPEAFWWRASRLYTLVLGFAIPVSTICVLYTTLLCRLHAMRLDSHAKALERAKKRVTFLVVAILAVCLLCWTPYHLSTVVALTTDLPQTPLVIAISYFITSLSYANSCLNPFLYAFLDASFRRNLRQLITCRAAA
IMP-1 inh – blocks Pseudomonas aeruginosa IMP-1 metallo-beta-lactamase. inhibition, % at 5.6 µM. 0.45% of 290,000 active. purified IMP-1, nitrocefin hydrolysis, epi-absorbance fluorescence;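 active = inhibition above the mean plus 3 SD of all compounds in the same screening run, cut at about 4.5% in these data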;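 note: 0% = IMP-1 with DMSO and 100% = DMSO wells lacking enzyme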
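assay system = purified recombinant IMP-1 metallo-beta-lactamase enzyme | schedule = 15 min preincubation plus 25 min reaction at 25 °C | signal = Epi-absorbance fluorescence, 480 nm excitation, 530 nm emission | read-out basis = percent inhibition from optical density relative to buffer-blank wells | controls = IMP-1 with DMSO as 0%, enzyme-free DMSO as 100%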
PHOSPHO1 inh – blocks human PHOSPHO1 phosphatase activity | Q8TCT1 | recombinant PHOSPHO1, absorbance phosphatase assay | inhibition, % at 13.3 µM | 1.1% of 290,000 active; in the data active = inhibition above about 60%
Target sequence (Q8TCT1 whole entry, looked up): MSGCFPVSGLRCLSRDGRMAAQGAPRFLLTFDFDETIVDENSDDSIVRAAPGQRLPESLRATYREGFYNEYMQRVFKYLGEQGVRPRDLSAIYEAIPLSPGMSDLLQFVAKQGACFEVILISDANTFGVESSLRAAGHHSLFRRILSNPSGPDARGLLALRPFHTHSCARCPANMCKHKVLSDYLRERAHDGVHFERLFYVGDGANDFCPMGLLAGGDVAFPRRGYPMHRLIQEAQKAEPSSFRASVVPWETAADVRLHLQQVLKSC
GalR3 antag – human GalR3 antagonism | O60755 | HEK293 GalR3-CNG cAMP membrane potential fluorescence; galR3 body fused to GalR1 C-terminus | inhibition, % at 3 µM | 0.44% of 360,000 active | AID 651719;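 active = inhibition above the screen-wide average plus 3 SD, cut at about 13% in these data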;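 note: forskolin and galanin both at EC90 stimulate the cells; cAMP rise reported by CNG channel membrane potential dye signal; 0% = forskolin plus galanin with DMSO and 100% = forskolin alone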
Target sequence (O60755 1-299 limits assumed): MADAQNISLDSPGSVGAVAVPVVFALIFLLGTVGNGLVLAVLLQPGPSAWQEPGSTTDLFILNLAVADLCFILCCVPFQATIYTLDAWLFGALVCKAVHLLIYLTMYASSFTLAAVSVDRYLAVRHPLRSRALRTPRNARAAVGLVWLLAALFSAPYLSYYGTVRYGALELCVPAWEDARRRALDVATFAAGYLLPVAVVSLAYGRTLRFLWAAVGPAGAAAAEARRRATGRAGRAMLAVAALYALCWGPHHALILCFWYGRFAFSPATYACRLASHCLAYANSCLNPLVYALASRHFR
OXTR agonist – activates the human oxytocin receptor; activation, % at 3 µM; P30559; 0.32% of 320,000 active; CHO-OTR cells, Fluo-8 calcium fluorescence; normalized: DMSO 0%, oxytocin 100%; AID 2435;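 active = activation above the mean of all tested compounds plus 3 SD, cutoff set per screening run, cut at about 20% in these data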;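 note: peak over basal fluorescence ratio from a 100 s FLIPR kinetic read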
* marks the source's active call; other numbers are inactive results; nt = not tested or not shown. Random draw from the library; any-hit rate near 4.3%.

smiles | VIM-2 inhibitor | NS3 helicase inh | V1aR counter | DNA FID counter | GPR7 antag | IMP-1 inh | PHOSPHO1 inh | GalR3 antag | OXTR agonist
Cc1ccc(CNC(=O)c2cc(=O)c3ccc(C)cc3o2)cc1 | 0.2 | 3 | 5.0 | -23 | 2 | -1.6 | 15 | -8 | 2.7
CCN1CCN(CCCNC(=O)C2c3ccccc3C(=O)N(C)C2c2ccc(OC)cc2)CC1 (stereo unspecified) | -3.3 | 12 | 0.1 | 6 | -1 | -2.9 | 9 | 0 | 0.7
O=C(NCCC1=CCCCC1)C1CCN(S(=O)(=O)c2ccccc2)CC1 | -1.5 | 3 | 1.0 | -23 | 10 | -4.2 | 48 | -3 | -0.4
COc1ccc(-c2nn(CCC#N)cc2/C=N/O)cc1 | -3.0 | 9 | 1.0 | -2 | -9 | -2.5 | 40 | -3 | 1.2
CC(NC(=O)CCNC(=O)N1CCn2c1nc1ccccc12)c1ccccc1 (stereo unspecified) | 0.3 | 19 | 0.8 | -26 | -5 | -1.7 | 14 | 1 | -1.3
CC(C)C(NS(=O)(=O)c1cccs1)C(=O)N1CCc2ccccc2C1 (stereo unspecified) | 0.0 | 2 | 0.8 | -21 | 3 | -1.4 | 14 | 0 | -0.8
COc1ccc2oc(C(=O)N3CCN(S(=O)(=O)c4cccc([N+](=O)[O-])c4)CC3)c(C)c2c1 | -0.9 | 2 | 2.7 | -39 | -7 | 1.4 | 33 | -2 | 0.7
CC(=O)CCc1ccc2oc(C(=O)O)c(C)c2c1 | -2.0 | -4 | 1.4 | 0 | -6 | -2.2 | 3 | 2 | 0.7
Cc1[nH]n(-c2ccccc2)c(=O)c1C=NCCc1ccccc1 | -2.5 | -2 | -1.2 | -14 | -5 | -4.5 | 44 | -4 | -1.3
O=C(NC1CCCCCC1)c1cccs1 | -2.1 | 1 | 0.0 | 0 | -8 | -3.1 | 24 | -7 | -1.2
CCc1ccc(C(=O)Nc2nc(C)cs2)s1 | -0.4 | 9 | 3.7 | -1 | 1 | -0.4 | 43 | -4 | -1.1
C=CCn1c(-c2cccc(OC)c2)n[nH]c1=S | 2.5 | 6 | 0.7 | -4 | -5 | -4.4 | 11 | -3 | -0.4
Cc1cc(NC(=O)C2CC(c3cccc(Br)c3)=NO2)no1 (stereo unspecified) | -1.7 | 1 | -0.2 | -5 | -6 | -0.4 | -11 | -4 | -0.3
COc1ccc(-c2nnc(SCC3CCCO3)n2C)cc1 (stereo unspecified) | 3.0 | 30 | 0.6 | -13 | 12 | 2.1 | 18 | -5 | 0.2
CCOC(=O)C1=NN(c2ccccc2)C(c2ccccc2)CC1=O (stereo unspecified) | -3.7 | -3 | -0.5 | -20 | -11 | -5.1 | -6 | -5 | -1.1
CN1C(=O)C(C)(C)N(C(=O)c2cccc([N+](=O)[O-])c2)c2ccccc21 | -1.7 | -2 | -0.5 | -3 | -5 | -1.9 | 24 | -8 | -1.4
CCCc1nc2oc3c(NCCOCCO)ncnc3c2c2c1COC(C)(C)C2 | -1.8 | -2 | 0.9 | -25 | 3 | -1.9 | 8 | -5 | 1.3
CN(C)N1C(=O)CC(N2CCCCC2)C1=O (stereo unspecified) | -2.4 | -4 | 0.1 | -2 | -27 | -2.5 | 46 | -1 | 0.6
C/C(=N/NC(=O)c1cccs1)c1ccc(NC(=O)COc2ccc(Cl)cc2Cl)cc1 | -3.6 | -1 | -0.4 | -6 | -4 | -1.9 | 46 | 0 | -0.6
O=C(Nc1ccc(N2CCN(Cc3ccccc3Cl)CC2)cc1)c1cccnc1 | -3.2 | -4 | 6.0 | -9 | -8 | -0.9 | 14 | -1 | 6.8
NC(=O)C1(NC(=O)[C@@H]2CC3(CC(c4cccc(NC(=O)c5cc([N+](=O)[O-])cc([N+](=O)[O-])c5)c4)=NO3)CN2C(=O)c2ccccc2)CC1 (stereo partly specified) | 0.7 | -2 | 0.0 | -10 | -7 | -1.3 | 3 | 1 | -1.6
COc1ccc(NC2CCCN(C(=O)C3(C)CCCCC3)C2)cc1 (stereo unspecified) | -1.1 | -5 | 0.1 | -29 | -7 | -1.5 | 45 | 1 | -0.7
Cc1nn(C)cc1CN1CCC(CO)(CCOc2ccccc2)CC1 | -1.6 | 14 | 1.2 | 8 | -12 | -3.9 | 44 | 6 | 0.6
COc1ccc(Cc2nn3c(-c4ccccc4Br)nnc3s2)cc1 | -2.2 | -2 | 3.6 | -30 | 7 | -2.6 | 21 | -1 | 2.7
CCN(CC)S(=O)(=O)N1CCC(C(=O)NCC2COc3ccccc3O2)CC1 (stereo unspecified) | -2.8 | 6 | 1.1 | -22 | -12 | -1.5 | 2 | nt | 1.1
Cc1cc(N)n(-c2nc3ccccc3s2)n1 | -1.1 | -3 | -1.5 | -5 | 6 | -3.5 | -8 | -9 | -1.6
CN1CCC(=O)N(CCOc2ccccc2)CC1 | -0.6 | 1 | 0.7 | -10 | -10 | -3.2 | 25 | -1 | 0.2
CCOC(=O)C1=C(C)NC(C)=C(C(=O)OCC)C1/C=C/c1ccccc1 | -0.5 | -6 | -0.9 | -12 | -27 | -1.6 | 4 | -5 | -1.9
Cc1ccc(CSCc2ccc(C(=O)NCC3CCCO3)o2)cc1 (stereo unspecified) | -2.3 | -5 | 0.3 | -28 | -11 | -2.5 | -3 | -4 | -1.5
CCCc1nnc(NC(=O)CCC(=O)NCc2ccccc2)s1 | 0.6 | 2 | 0.1 | -9 | 9 | -0.1 | -27 | 4 | -0.1

Some entries already given, showing only IMP-1 inh, NS3 helicase inh and GalR3 antag.
Molecule	IMP-1 inh	NS3 helicase inh	GalR3 antag
CC(NC(=O)CCNC(=O)N1CCn2c1nc1ccccc12)c1ccccc1 (stereo unspecified)	-1.7	19	1
COc1ccc(-c2nnc(SCC3CCCO3)n2C)cc1 (stereo unspecified)	2.1	30	-5
COc1ccc(Cc2nn3c(-c4ccccc4Br)nnc3s2)cc1	-2.6	-2	-1

The main list resumes; the 2 compounds before the break are reprinted first.
smiles | VIM-2 inhibitor | NS3 helicase inh | V1aR counter | DNA FID counter | GPR7 antag | IMP-1 inh | PHOSPHO1 inh | GalR3 antag | OXTR agonist
Cc1ccc(CSCc2ccc(C(=O)NCC3CCCO3)o2)cc1 (stereo unspecified) | -2.3 | -5 | 0.3 | -28 | -11 | -2.5 | -3 | -4 | -1.5
CCCc1nnc(NC(=O)CCC(=O)NCc2ccccc2)s1 | 0.6 | 2 | 0.1 | -9 | 9 | -0.1 | -27 | 4 | -0.1
O=C(COCC(=O)N/N=C/c1ccccc1F)N/N=C/c1ccccc1F | -2.8 | 15 | -0.2 | -1 | -2 | -1.6 | -1 | -3 | -1.1
CCn1c(SCC(=O)O)nnc1C1CCCCC1 | 1.0 | 5 | 2.3 | 6 | 2 | -1.4 | -7 | -2 | 0.6
CCOC(=O)C1CN(S(=O)(=O)c2ccc(C)cc2)c2ccccc2O1 (stereo unspecified) | 1.5 | 0 | -0.4 | -23 | 18 | -0.4 | nt | -12 | -2.3
CCOC(=O)CCCCC(=O)c1[nH]c(=O)[nH]c1Cn1ccnc1 | -3.9 | 3 | 0.1 | -6 | -12 | -2.9 | -16 | 2 | 0.9
Cc1nc2ccccc2n1CCCOc1ccccc1 | 0.9 | -9 | 5.4 | 5 | 0 | 0.5 | 15 | -3 | 6.8
COc1cccc(OCC(O)CN2CCN(CCN3C(=O)c4cccc5cccc(c45)C3=O)CC2)c1 (stereo unspecified) | 5.1 | -61 | 0.9 | 21 | -2 | -3.5 | -8 | -1 | 0.8
O=C(Cn1nc(Cc2cccnc2)c2ccccc2c1=O)NCC1CCCO1 (stereo unspecified) | -0.7 | 4 | 0.0 | -5 | -8 | -4.3 | -2 | nt | 0.4
O=C(CC1C(=O)NCCN1CC1CCCCC1)NCCc1ccc(F)cc1 (stereo unspecified) | -3.9 | -25 | -0.4 | -14 | 13 | -1.9 | 26 | -6 | -1.3
CCOP(=O)(OCC)C(Nc1cccc(C(F)(F)F)c1)c1ccc(F)cc1 (stereo unspecified) | -3.7 | -6 | -2.0 | -29 | 0 | -1.2 | 2 | -4 | -2.4
Cc1ccc(NC(=O)CSc2nc(C)c(C)c(C)n2)c([N+](=O)[O-])c1 | -0.9 | -8 | -0.2 | -10 | -6 | -2.0 | -9 | 1 | -2.1
COc1ccc(N2CCN(C(=O)c3cccc(N4C(=O)C5C6C=CC(C6)C5C4=O)c3)CC2)cc1 (stereo unspecified) | -2.8 | 4 | 3.8 | -47 | -9 | -5.4 | 22 | -7 | 2.6
Cc1cccc(N(C(=O)Cn2nnc3ccccc32)C(C(=O)NC(C)(C)C)c2ccsc2)c1C (stereo unspecified) | -2.3 | -3 | 0.1 | -10 | -14 | -2.9 | 29 | -4 | -0.7
Cc1ccc2[nH]cc(S(=O)(=O)c3ccc(F)cc3)c(=O)c2c1 | -0.5 | 12 | 0.7 | -5 | 0 | -4.2 | 23 | -10 | -0.1
COC(=O)c1ccc(C(=O)OC)c(NC(=O)C(C)(C)C)c1 | -0.8 | 15 | 0.1 | 1 | -3 | -3.4 | 53 | 1 | 0.0
Cc1ccc2c(c1)cc(CN(Cc1ccc3c(c1)OCO3)C(=O)c1cnccn1)c1nnnn12 | -1.0 | 18 | 0.9 | -11 | -11 | -2.6 | -17 | -5 | 1.6
Cc1cc(NC(=O)/C=C/c2ccc(Br)cc2)no1 | -2.4 | -3 | 0.3 | -9 | 3 | -1.0 | 28 | -6 | -0.6
N/C(=N\OC(=O)c1ccc(OCC(F)(F)F)nc1)c1ccc(Cl)cc1 | -3.6 | 6 | -0.1 | -3 | -12 | -3.6 | -1 | -1 | 0.5
CCOc1ccc(NC(=O)NC(=O)N(C)S(=O)(=O)c2ccc(C)cc2)cc1 | -1.8 | -9 | -0.6 | -1 | -17 | -0.5 | -1 | -5 | 1.0
C=C(C)c1cccc(C(C)(C)NC(=O)NC2CCN(Cc3ccccc3)CC2)c1 | -1.1 | -44 | 1.2 | 7 | 16 | -2.1 | 14 | -10 | -0.5
O=C(N/N=C\c1cc(Br)ccc1O)c1ccc(S(=O)(=O)N2CCCCC2)cc1 | -2.8 | 7 | 7.5 | -3 | -13 | -1.7 | 1 | -5 | 6.8
Cc1nc2ccccc2c(=O)n1NC(=O)Cc1ccc([N+](=O)[O-])cc1 | 0.2 | 23 | 3.0 | 2 | 0 | 0.5 | 24 | 2 | 1.5
COc1ccc(N2C(=O)c3ccccc3NC2c2cccnc2)cc1 (stereo unspecified) | -1.5 | -5 | -0.2 | 0 | 0 | -2.9 | 24 | -2 | 0.6
CN(CC(=O)Nc1ccc(F)cc1)C(=O)CSc1nncs1 | -1.9 | 2 | -0.1 | -4 | -12 | -0.5 | 53 | 1 | -0.1
CC(C)(C)C1CCC2(CC1)C(C#N)=C(SCC(=O)Nc1ccccc1)NC(=O)C2C#N (stereo unspecified) | -0.5 | 7 | 12 | -20 | -4 | -2.0 | -21 | -4 | 15
Cc1ccc(NC(=O)C2CCN(S(=O)(=O)c3ccc4c(c3)oc(=O)n4C)CC2)cc1 | -3.9 | 7 | 0.4 | -8 | 22 | 0.8 | 58 | -7 | -0.8
CC(NS(=O)(=O)c1ccc(NC(=O)N2CCCCC2)cc1)c1ccccc1 (stereo unspecified) | -3.3 | 1 | 3.9 | -38 | -17 | -2.9 | nt | 1 | 1.9
